EWS-Fli block: inhibitors of EWS/Fli oncoprotein transcriptional activity | 0.67% of 350,000 active | A673 NR0B1-luciferase reporter, viability-normalised | inhibition, % at 12.6 µM | AID 651661;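 active means mean inhibition of at least 50% after viability correction, with every replicate also passing that limit; inconclusive means mean reaches 50% but only one of two replicates passes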;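 further: firefly luciferase signal divided by Alamar Blue viability fluorescence both relative to DMSO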
DENV2 CPE rescue: DENV2-induced cell death inhibition; 1.7% of 350,000 active; DENV2-infected cells, cytopathic effect rescue, plate reader; CPE inhibition, % at 9.99 µM; in the data active means CPE inhibition above about 20%, passing the limit was not always enough; inconclusive means no clear call, values can overlap the other calls; tested in BHK-21 cells;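 further: 0% = median of neutral control wells and 100% = median of positive control wells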
CFTR F508del cor: CFTR F508del correction in bronchial cells; activity (quench increase), % at 7.58 µM; 0.36% of 350,000 active; CFBE cells, YFP halide quenching; stimulated with forskolin plus potentiator P3; % fluorescence drop versus neutral controls;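 active means mean added fluorescence quench of at least 8% versus neutral control, with both replicates also reaching 8%; inconclusive means only one of the mean or replicate conditions met; inactive means mean below 8% and not both replicates reaching 8%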;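 further: cells transiently co-express mutant CFTR-F508del with the halide-sensitive YFP; corrector assay measuring rescue of mutant channel to the surface after 24 h compound exposure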
FN deposit inh: fibronectin deposition inhibition; AH1F fibroblasts, Alexa488-fibronectin deposition fluorescence, overnight; inhibition, % at 12.6 µM; 0.086% of 350,000 active;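 active means mean inhibition across replicates of 30% or more, regardless of how many single replicates reach that level; inconclusive means mean under 30% yet at least half of replicates reach 30%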;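 further: positive control wells lacked labelled fibronectin entirely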
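Assay system: AH1F fibroblasts assembling fluorescent fibronectin matrix; Amount: 10000 AH1F cells per well; Buffer or medium: DMEM, 2% serum; Probe or stimulus: Alexa488-fibronectin, 24 nM final in well; Doses: single compound dose, delivered by pin transfer; Incubation: 1 h adhesion, overnight exposure; Measured by: fluorescence 485/525 nm; Read-out: fibronectin deposition inhibition.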
GSIS activator: GLuc luminescence reporter in INS-1E cells, primary screen for activators of glucose-dependent secretion of insulin. activation, % at 16.6 µM. INS-1E GLuc reporter insulin secretion, 2-3 h. AID 743287. 0.61% of 370,000 active;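 active means lowest replicate activation of at least 40%, so every replicate reaches that level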;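 further: 0% = median of neutral control wells and 100% = median of IBMX positive control wells; some compounds called inactive have numbers as strong as hits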
miR-122 sensor: miR-122 inhibition in Huh7 cells; Huh7 miR-122 Renilla luciferase sensor, 48 h; neutral wells = 0, positive control = 100; activation (reporter increase), % at 12.5 µM; AID 602342; 0.3% of 340,000 active;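 active means mean replicate activation score at least 90 and every replicate individually at or above 90; inconclusive means only one of the two criteria met; inactive means neither criterion met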;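 further: higher luciferase means less miR-122 activity so hits act as miR-122 inhibitors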
PAX8 reporter: lowers PAX8-driven luciferase in RMG-I cells | RMG-I TPO-luciferase reporter, SteadyGlo, 24 h | AID 652154 | inhibition, % at 12.6 µM | 1.2% of 360,000 active;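 active means mean replicate inhibition at least 60% with every replicate also reaching 60%; inconclusive means only one of the two criteria is met; inactive means mean below 60% and not all replicates reaching 60%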;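 further: luciferase light reporting Pax8 driven TPO promoter activity; plate controls were median of neutral control wells for no effect and mitoxantrone controls for full effect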
Numbers without * were called inactive; & = joins results of further samples; [ ] = another dose, or the depositor's remark.

Screening CCC(=O)N1C[C@@H](O)COC[C@@H]2O[C@@H](CC(=O)NCC3CCCCC3)CC[C@H]21 returned EWS-Fli block 0, DENV2 CPE rescue -5, CFTR F508del cor 1.0, FN deposit inh -1, GSIS activator 5, miR-122 sensor -6[16.7 µM] and PAX8 reporter -4.
Screening CC1CN(C(=O)C2CCCC2)C(C)CN1C(=O)C1CCCC1 (configuration not stated) returned EWS-Fli block 5, DENV2 CPE rescue 7, FN deposit inh -13, GSIS activator -6, miR-122 sensor 5 and PAX8 reporter 5.
COc1ccc(NC(=O)C2CCCN(CCCc3ccccc3)C2)cc1OCC(C)C (configuration not stated) was read as EWS-Fli block 61*, DENV2 CPE rescue -9, CFTR F508del cor -8.4, FN deposit inh 10, GSIS activator 38, miR-122 sensor -10 and PAX8 reporter 40.
Screening Brc1ccc(-c2nnc3n2C2(CCCC2)Cc2ccccc2-3)o1 returned FN deposit inh 6, miR-122 sensor -5 and PAX8 reporter 25.
C[C@H](CO)N1C[C@H](C)[C@H](CN(C)C(=O)Nc2ccc(C(F)(F)F)cc2)OCCCC[C@H](C)Oc2ccc(NC(=O)c3ccccc3)cc2C1=O was read as EWS-Fli block 0, DENV2 CPE rescue 3, CFTR F508del cor -3.3, GSIS activator -7, miR-122 sensor 41[16.7 µM] and PAX8 reporter 3.
O=C(c1cc(-c2ccccc2)n[nH]1)N1CCc2c([nH]c3ccccc23)C1c1ccccn1 (configuration not stated) was read as EWS-Fli block 23, DENV2 CPE rescue 4, CFTR F508del cor 0.9, FN deposit inh -13, GSIS activator -3, miR-122 sensor 4 and PAX8 reporter 30.
C/C(CC(=O)Nc1cccc(Cl)c1C)=N\NC(=O)Cc1csc(N)n1 was read as EWS-Fli block -9, DENV2 CPE rescue -3, CFTR F508del cor 6.3, FN deposit inh 2, GSIS activator -8, miR-122 sensor -13 and PAX8 reporter 5.
Screening O=C(Nc1ccccc1)N1CCCCN2[C@H](C1)[C@H](c1ccc(-c3ccncc3)cc1)[C@@H]2CO returned EWS-Fli block -10, DENV2 CPE rescue -8, CFTR F508del cor -0.1, GSIS activator 0, miR-122 sensor 0[16.7 µM] and PAX8 reporter 4.
Screening C/C=C/c1ccc([C@@H]2[C@@H](CO)N(S(C)(=O)=O)[C@H]2CN(C)C(=O)CC)cc1 returned EWS-Fli block 0, CFTR F508del cor 1.5, FN deposit inh 13, GSIS activator 9, miR-122 sensor -30[16.7 µM] and PAX8 reporter -4.
For COC(CNC(=O)C1CCCN(S(=O)(=O)c2ccc3c(c2)oc(=O)n3C)C1)OC (configuration not stated) the results were DENV2 CPE rescue 10, CFTR F508del cor 0.6, FN deposit inh 7, GSIS activator 13, miR-122 sensor -4 and PAX8 reporter -2.
Oc1ccc(Cl)cc1CNCC1CCCCC1 was read as EWS-Fli block -45, DENV2 CPE rescue -2, CFTR F508del cor 2.4, FN deposit inh 1, GSIS activator -6, miR-122 sensor 2 and PAX8 reporter -48.
O=C(C[C@H]1C[C@@H]2c3cc(NC(=O)C4CCOCC4)ccc3O[C@@H]2[C@@H](CO)O1)NCc1ccccc1F was read as EWS-Fli block 0, DENV2 CPE rescue -3, CFTR F508del cor -3.8, FN deposit inh -2, GSIS activator 0, miR-122 sensor -2[16.7 µM] and PAX8 reporter -3.
`O=C(C[C@@H]1CC[C@H](NS(=O)(=O)c2ccc(F)cc2)[C@@H](CO)O1)N1CCc2ccccc2C1` gave EWS-Fli block 5, DENV2 CPE rescue 17, CFTR F508del cor 0.7, GSIS activator -13 and PAX8 reporter -2.
Screening Cc1cc(C)c(NC(=O)CSc2ccc(-c3ccccn3)nn2)c(C)c1 returned DENV2 CPE rescue 12, CFTR F508del cor 0.3, GSIS activator 21, miR-122 sensor 0 and PAX8 reporter 15.
For Cc1ccc(S(=O)(=O)Nc2ccc3c(c2)CC(=O)N([C@@H](C)CO)C[C@H](C)[C@@H](CN(C)C(=O)NC2CCCCC2)O3)cc1 the results were EWS-Fli block -2, DENV2 CPE rescue 1, CFTR F508del cor -3.3, GSIS activator 9, miR-122 sensor -7[16.7 µM] and PAX8 reporter -3.
CC1=C(C(=O)N2CCOCC2)CC(CC(=O)NC2CCCCC2)C(=O)N1Cc1ccccc1 (configuration not stated) was read as EWS-Fli block -5, DENV2 CPE rescue -2, CFTR F508del cor -1.3, FN deposit inh 8, GSIS activator 11, miR-122 sensor -4 and PAX8 reporter 10.
`C[C@H](CO)N1C[C@H](C)[C@@H](CN(C)C(=O)Nc2ccc3c(c2)OCO3)Oc2ccc(NC(=O)Nc3cccc4ccccc34)cc2C1=O` gave EWS-Fli block 8, DENV2 CPE rescue -4, CFTR F508del cor 0.2, GSIS activator 16, miR-122 sensor -2[16.7 µM] and PAX8 reporter 18.
`Cc1noc(C)c1S(=O)(=O)N(C)C[C@H]1Oc2c(NS(=O)(=O)c3cn(C)cn3)cccc2C(=O)N([C@@H](C)CO)C[C@H]1C` gave EWS-Fli block 1, DENV2 CPE rescue -5, CFTR F508del cor -0.5, FN deposit inh 7, GSIS activator -4 and miR-122 sensor 0[16.7 µM].
`CCn1c(CNC(=O)c2ccccc2F)cc2cc(C)ccc21` gave EWS-Fli block -55, DENV2 CPE rescue -1, CFTR F508del cor 1.8, FN deposit inh 0, GSIS activator -9 and PAX8 reporter -28.
`S=C(NCc1ccccc1)NCc1cccc(Cl)c1` gave DENV2 CPE rescue 6, CFTR F508del cor 2.3, FN deposit inh 2, GSIS activator -38, miR-122 sensor 20 and PAX8 reporter -2.
Cc1nc(C)c(/C(O)=C\c2nc3ccc([N+](=O)[O-])cc3oc2=O)o1 was read as EWS-Fli block 5, DENV2 CPE rescue -3, CFTR F508del cor -1.3, FN deposit inh -18, GSIS activator 6, miR-122 sensor -13 and PAX8 reporter 21.
For Cc1cccc2cc(C#N)c(NCCNS(=O)(=O)c3ccc4c(c3)OCCO4)nc12 the results were FN deposit inh 10, miR-122 sensor 70 and PAX8 reporter 27.
For Cc1sc2nc(CSc3nc4ccccc4s3)[nH]c(=O)c2c1C the results were EWS-Fli block 11, CFTR F508del cor -0.2, FN deposit inh -7, GSIS activator 7 and PAX8 reporter 22.
For CN1c2ccc(-c3ccccc3F)cc2[C@@H]2[C@@H](CCN2C(=O)Cc2ccccn2)[C@@H]1CO the results were EWS-Fli block -10, DENV2 CPE rescue -12, CFTR F508del cor -1.3, FN deposit inh 7, GSIS activator -4, miR-122 sensor 3[16.7 µM] and PAX8 reporter -2.
`CCOC(=O)c1ccc(Oc2c(C)oc3cc(OS(C)(=O)=O)ccc3c2=O)cc1` gave EWS-Fli block -11, DENV2 CPE rescue -2, FN deposit inh -6, GSIS activator -6, miR-122 sensor -1 and PAX8 reporter -18.
COCCNC(=O)c1c(N)[nH]c(C(=O)c2ccc(Br)cc2)c1-c1ccc(Br)cc1 was read as EWS-Fli block 1, DENV2 CPE rescue 34*, CFTR F508del cor -1.1, FN deposit inh 2, GSIS activator 27 and PAX8 reporter -1.
`CCn1cnc2sc(C(=O)Oc3cccc(C)c3)c(C)c2c1=O` gave EWS-Fli block 10, DENV2 CPE rescue 7, CFTR F508del cor -1.1, FN deposit inh 2, GSIS activator 11, miR-122 sensor -3 and PAX8 reporter -124.
`C[C@@H]1CN([C@@H](C)CO)C(=O)CCCn2nncc2CO[C@H]1CN(C)C(=O)C1CC1` gave EWS-Fli block -5&-1, DENV2 CPE rescue 5&2, CFTR F508del cor -4.9&-0.1, FN deposit inh 6&-5, GSIS activator 2&10, miR-122 sensor -5 and PAX8 reporter 2&-6.
`O=C(NCc1ccccc1)c1cc(C2CCCCN2C(=O)CCc2ccccc2)on1` (configuration not stated) gave EWS-Fli block 1, DENV2 CPE rescue inconclusive, CFTR F508del cor 0.5, FN deposit inh -10, GSIS activator -15, miR-122 sensor 1 and PAX8 reporter 12.
`CC1(NCc2ccc(Cl)cc2)COP(=O)(NCc2ccccc2)OC1` (configuration not stated) gave EWS-Fli block -7, DENV2 CPE rescue -1, CFTR F508del cor 0.7, FN deposit inh 3, GSIS activator 9 and PAX8 reporter -2.

The list goes on; it opens with the 3 that closed the last part.
`C[C@@H]1CN([C@@H](C)CO)C(=O)CCCn2nncc2CO[C@H]1CN(C)C(=O)C1CC1` gave EWS-Fli block -5&-1, DENV2 CPE rescue 5&2, CFTR F508del cor -4.9&-0.1, FN deposit inh 6&-5, GSIS activator 2&10, miR-122 sensor -5 and PAX8 reporter 2&-6.
`O=C(NCc1ccccc1)c1cc(C2CCCCN2C(=O)CCc2ccccc2)on1` (configuration not stated) gave EWS-Fli block 1, DENV2 CPE rescue inconclusive, CFTR F508del cor 0.5, FN deposit inh -10, GSIS activator -15, miR-122 sensor 1 and PAX8 reporter 12.
`CC1(NCc2ccc(Cl)cc2)COP(=O)(NCc2ccccc2)OC1` (configuration not stated) gave EWS-Fli block -7, DENV2 CPE rescue -1, CFTR F508del cor 0.7, FN deposit inh 3, GSIS activator 9 and PAX8 reporter -2.
Screening CCC1(C)Cc2ccccc2C(=S)N1 (configuration not stated) returned EWS-Fli block -2, DENV2 CPE rescue -7, CFTR F508del cor 1.8, FN deposit inh -7, GSIS activator 6, miR-122 sensor -5 and PAX8 reporter 0.
Cc1ccccc1NC(=O)Cc1cn(C)c2ccccc12 was read as FN deposit inh -2, miR-122 sensor 11 and PAX8 reporter 0.
O=C(Nc1cccc(F)c1)N1CC(=O)N2[C@H](CO)[C@@H](c3ccc(C#Cc4cccnc4)cc3)[C@@H]2C1 was read as DENV2 CPE rescue -22, CFTR F508del cor -1.0 and GSIS activator -30.
Screening O=C(C[C@H]1CC[C@@H]2[C@H](COC[C@@H](O)CN2Cc2ccccc2)O1)NCc1ccccc1Cl returned EWS-Fli block 0, DENV2 CPE rescue 4, CFTR F508del cor -0.8, FN deposit inh -2, GSIS activator 2, miR-122 sensor 1[16.7 µM] and PAX8 reporter 0.
Screening C[C@@H]1CN([C@H](C)CO)C(=O)c2cc(NC(=O)Nc3ccc(F)cc3)ccc2O[C@@H]1CN(C)Cc1ccncc1 returned EWS-Fli block -3, DENV2 CPE rescue 4, CFTR F508del cor 1.8, GSIS activator -5, miR-122 sensor 9[16.7 µM] and PAX8 reporter -6.
`O=C(NCc1ccc(F)cc1)c1c2c(nc3ccccc13)CCN(Cc1ccccc1)C2` gave FN deposit inh 1, GSIS activator -11 and PAX8 reporter -11.
For CC1CN(Cc2nc3c(c(=O)n(C)c(=O)n3C)n2CC(O)CO)CC(C)O1 (configuration not stated) the results were FN deposit inh 4, miR-122 sensor -8 and PAX8 reporter 11.
For NS(=O)(=O)c1cc(C(=O)O)cc(N2CCCC2)c1Oc1ccccc1 the results were EWS-Fli block -14, DENV2 CPE rescue -4, CFTR F508del cor -1.3, FN deposit inh 2, GSIS activator 4, miR-122 sensor 9 and PAX8 reporter -16.
O=C(Nc1nc2ccccc2[nH]1)c1cccc([N+](=O)[O-])c1 was read as EWS-Fli block -69, DENV2 CPE rescue 1, CFTR F508del cor 2.6, FN deposit inh -5, GSIS activator 10 and PAX8 reporter -121.
For CC1CC(C)CN(C(=O)CCn2c(=O)oc3ccccc32)C1 (configuration not stated) the results were EWS-Fli block -5, DENV2 CPE rescue -4, CFTR F508del cor 0.6, FN deposit inh -3, GSIS activator 11 and miR-122 sensor 0.
For C[C@@H]1CCCCO[C@@H](CN(C)C(=O)NC2CCCCC2)[C@H](C)CN([C@H](C)CO)C(=O)c2cc(NS(=O)(=O)c3ccccc3)ccc2O1 the results were EWS-Fli block 15, DENV2 CPE rescue -10, CFTR F508del cor -0.2, FN deposit inh -5, GSIS activator -21, miR-122 sensor -16[16.7 µM] and PAX8 reporter 43.

High-throughput results as filed in PubChem.
